Assay outcomes: PubChem BioAssay, National Center for Advancing Translational Sciences (NCATS)
Vif-APOBEC3F blk: qHTS for Inhibitors of Vif-A3F Interactions: qHTS; HeLa A3F-eYFP + Vif (tagged APOBEC3F with the HIV-1 protein that degrades it), YFP fluorescence increase; Potency, µM (titrated, usually from 46.1 µM), for inactives: at the top dose activity, negative = active; hit rate 0.2% among 390,000; AID 602313, 2012; further: % of control where 0% means no effect; nearly all actives have a fitted effect of over 65% in size
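Fluorescence increase (Ex 488/Em 500-530) after overnight compound treatment at 37 deg C flags inhibition of Vif-driven A3F-eYFP loss in stable HeLa A3F-eYFP/Vif cells seeded overnight beforehand.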
USP1 inh: Inhibitors of USP1/UAF1: Primary Screen; recombinant USP1/UAF1, Ub-Rhodamine cleavage fluorescence; Potency, µM (doses to about 57.1 µM), without a hit: at the top dose activity change, negative = inhibition, actives largely listed as inhibitors; hit rate 0.23% among 390,000; Ubiquitin carboxyl-terminal hydrolase 1 (Homo sapiens), O94782; further: on the % scale 0 is the no-effect control and ±100 the full control effect; nearly all actives have a fitted effect of over 60% in size; inactives centre near -12
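High-throughput fluorogenic screen: 1nM USP1/UAF1 complex, Ub-Rho substrate 150nM final, 50mM HEPES pH 7.8 with 0.5mM EDTA, 0.1 mg/ml BSA, 1mM TCEP and 0.01% Tween-20.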
TrxR1 substrate: qHTS Assay for Substrates of Mammalian Selenoprotein Thioredoxin Reductase 1 (TrxR1): qHTS. hit rate 0.01% among 390,000. purified TrxR1 substrate turnover, NADPH consumption readout. Potency, µM (series often up to 114 µM), for inactives: at the top dose activity change, negative = substrate turnover; further: on the % scale 0 is the no-effect control and ±100 the full control effect; nearly all actives have a fitted effect of over 50% in size
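Rat TrxR1, dispensed at 90 nM, was prereduced with 400 uM NADPH (final) for 5 min at ~22 deg C, then incubated with compound 15 min before 400 uM selenite. A first-read NADPH fluorescence drop versus no-compound background flagged substrates.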
RGS4 inh: Inhibitors of Regulator of G Protein Signaling (RGS) 4: qHTS | Regulator of G-protein signaling 4 (Homo sapiens), P49798 | Transcreener GDP fluorescence polarization, RGS4-accelerated GTP hydrolysis | Potency, µM (highest dose often 114 µM), without a hit: at the top dose activity change, negative = inhibition, hits mostly inhibitors | hit rate 0.039% among 390,000; further: on the % scale 0 is the no-effect control and ±100 the full control effect; nearly all actives have a fitted effect of over 75% in size; some results filed as inactive show a strong effect at the top dose
Target sequence (P49798 whole entry, looked up): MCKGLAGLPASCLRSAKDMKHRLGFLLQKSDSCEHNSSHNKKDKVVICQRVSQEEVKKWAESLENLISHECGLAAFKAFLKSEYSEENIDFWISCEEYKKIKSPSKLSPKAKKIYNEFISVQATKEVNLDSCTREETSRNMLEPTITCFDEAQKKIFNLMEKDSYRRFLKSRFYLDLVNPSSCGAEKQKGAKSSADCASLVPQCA
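MLSMR compounds (23 nl, pin-transferred) preincubated 10 min at room temperature with a 500nM (2x) first reagent, then RGS4 at 900nM (2x) plus Transcreener GDP mix added; fluorescence polarization (620/688 nm) read before and after 90 min at 30 °C.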
IDH1 R132H inh: qHTS for Inhibitors of mutant isocitrate dehydrogenase 1 (IDH1): qHTS. Isocitrate dehydrogenase [NADP] cytoplasmic (Homo sapiens), O75874. IDH1-R132H enzyme, NADPH consumption, diaphorase/resazurin fluorescence. Potency, µM (series often up to 76.6 µM), for the others: at the top dose activity change, negative = inhibition, most hits filed as inhibitors. hit rate 0.093% among 390,000; further: on the % scale 0 is the no-effect control and ±100 the full control effect; nearly all actives have a fitted effect of over 65% in size
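IDH1-R132H (0.5 ug/mL) preincubated 30 min with compound, then NADPH (0.016 mM) and alpha-KG (2 mM) added; 80 min at RT, pH 7.5. Remaining NADPH coupled via diaphorase/resazurin to fluorescence (540/590 nm); concentration-response curves normalized to no-enzyme control.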
Vif-A3G inh: qHTS for Inhibitors of Vif-A3G Interactions: qHTS | DNA dC->dU-editing enzyme APOBEC-3G (Homo sapiens), Q9HC16 | HeLa A3G-eYFP + Vif (tagged APOBEC3G with the HIV-1 protein that degrades it), YFP fluorescence, overnight | Potency, µM (titrated, usually from 46.1 µM), without a hit: at the top dose activity, negative = active, usual class: inhibitors | hit rate 0.076% among 410,000 | AID 602310, 2012;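 further: on the % scale 0 is the no-effect control and ±100 the full control effect; nearly all actives have a fitted effect of over 60% in size; hits raise eYFP signal because A3G escapes Vif-driven loss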
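HeLa cells stably expressing Vif and C-terminally eYFP-tagged A3G, seeded overnight at 37 deg C, then exposed to compound by pintool overnight at 37 deg C. Rise in yellow fluorescence (Ex 488/Em 500-530, Acumen) marks blocked Vif-driven A3G degradation.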
RXFP1 agonist: qHTS Assay for Agonists of the Relaxin Receptor RXFP1. HEK293T-RXFP1 cAMP TR-FRET, 30 min; response scale: percent of porcine relaxin response, buffer zero. Potency, µM (titrated, usually from 57.5 µM), for inactives: at the top dose activation, most hits filed as activators. hit rate 0.3% among 370,000. AID 2676, 2010; further: on the % scale 0 is the no-effect control and ±100 the full control effect; nearly all actives have a fitted effect of over 60% in size; many of its hits are not listed in these tables
Target sequence (Q9HBX9 whole entry, looked up): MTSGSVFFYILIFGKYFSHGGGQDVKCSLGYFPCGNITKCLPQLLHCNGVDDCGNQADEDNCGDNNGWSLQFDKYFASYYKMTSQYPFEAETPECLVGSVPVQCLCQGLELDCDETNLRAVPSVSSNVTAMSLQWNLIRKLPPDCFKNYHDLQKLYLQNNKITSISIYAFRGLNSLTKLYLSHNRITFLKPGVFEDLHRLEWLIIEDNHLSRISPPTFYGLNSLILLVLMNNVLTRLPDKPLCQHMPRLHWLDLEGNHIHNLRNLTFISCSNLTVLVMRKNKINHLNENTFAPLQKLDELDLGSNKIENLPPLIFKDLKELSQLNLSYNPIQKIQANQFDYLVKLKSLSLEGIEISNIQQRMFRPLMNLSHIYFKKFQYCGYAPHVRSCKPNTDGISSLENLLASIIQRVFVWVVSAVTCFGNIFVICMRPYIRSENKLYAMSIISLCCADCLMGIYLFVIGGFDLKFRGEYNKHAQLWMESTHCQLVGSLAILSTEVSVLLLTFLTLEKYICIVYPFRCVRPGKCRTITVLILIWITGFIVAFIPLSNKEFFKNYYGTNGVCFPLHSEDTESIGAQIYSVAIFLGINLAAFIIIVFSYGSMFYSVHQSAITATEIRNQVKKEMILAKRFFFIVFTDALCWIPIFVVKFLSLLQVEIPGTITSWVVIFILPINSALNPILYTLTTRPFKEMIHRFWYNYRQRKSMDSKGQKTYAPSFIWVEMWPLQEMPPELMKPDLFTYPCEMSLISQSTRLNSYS
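HEK293T cells stably expressing RXFP1 were pretreated with the PDE4 inhibitor Ro 20174, exposed to compounds for 30 min at 37C, lysed, and cAMP was read by TR-FRET. Data normalized to buffer (basal) and 29 nM porcine relaxin (100%).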
rTrxR1 inhibitor: qHTS Assay for Inhibitors of Mammalian Selenoprotein Thioredoxin Reductase 1 (TrxR1): qHTS. Thioredoxin reductase 1, cytoplasmic (Rattus norvegicus), O89049. recombinant rTrxR1, NADPH fluorescence consumption, selenite substrate. hit rate 1% among 390,000. Potency, µM (series often up to 114 µM), for the others: top-dose activity change, negative = inhibition, hits mostly inhibitors; further: on the % scale 0 is the no-effect control and ±100 the full control effect; nearly all actives have a fitted effect of over 65% in size
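Rat TrxR1 (90 nM in the dispensed reagent) was pre-reduced with 400 uM NADPH for 5 min at room temperature, then incubated with compound for 15 min. After 400 uM selenite was added, NADPH fluorescence (Ex 340/Em 450 nm) was followed for 8 min.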
ALOX12 inh: Primary qHTS assay for inhibitors of human arachidonate 12S-lipoxygenase (ALOX12): Round 2. Potency, µM (doses to about 108 µM), inactives show top-dose activity change, negative = inhibition, most hits filed as inhibitors. AID 1671190, 2021. Polyunsaturated fatty acid lipoxygenase ALOX12 (Homo sapiens), P18054. hit rate 1.1% among 580,000. purified 12hLO, xylenol orange hydroperoxide absorbance; further: on the % scale 0 is the no-effect control and ±100 the full control effect
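Purified human 12hLO at 150 nM in 25 mM Hepes, 0.01% Triton X-100, pH 7.0, preincubated 15 min at room temperature with compound. Reaction started with 40 uM arachidonic acid, 30 min at room temperature. Hydroperoxide measured by Fe-xylenol orange, 573/405 nm absorbance ratio.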
Starred values were filed as active, the others as inactive; ? = inconclusive; / = no result given; [ ] = remark or other dose. The call rests on the fitted dose curve; in most records, active means well fitted curve in the direction sought with a large enough effect; inconclusive means small, poorly fitted or top-dose-only effect, or another doubt; inactive means no such curve, though single readings can be large; an effect the other way counts as inactive or inconclusive. Potency means the concentration at half of the fitted maximal effect.

SMILES	Vif-APOBEC3F blk	USP1 inh	TrxR1 substrate	RGS4 inh	IDH1 R132H inh	Vif-A3G inh	RXFP1 agonist	rTrxR1 inhibitor	ALOX12 inh
COc1cc2c(cc1OC)C(COc1ccc3c(C)cc(=O)oc3c1)N(C(=O)Cc1ccc(F)cc1)CC2 (stereo not given)	-0.6%	-11.4%	7.0%	2.3%	-12.9%	-2.2%	-0.2%	10.0%	3.7%
Cc1cc2[nH]c(=O)c(=O)[nH]c2cc1S(=O)(=O)Nc1cccc(Cl)c1	6.8%	-17.5%	-2.0%	13.8%	0.0%	-4.4%	8.5%	2.6%	15.6%
CCOc1ccccc1N1CCN(C(=O)CNC(=O)c2sc3ccccc3c2Cl)CC1	-16.4%	-19.4%	2.1%[57.1 µM]	0.5%	0.6%	-8.4%	0.7%	7.4%[57.1 µM]	-24.1%
CNC[C@@H]1OCc2ccccc2-c2ccccc2C(=O)N([C@@H](C)CO)C[C@@H]1C	-8.5%	-4.3%	/	/	-3.4%	-0.8%	/	/	-12.1%
C[C@H](CO)N1C[C@H](C)[C@@H](CN(C)CC2CC2)OCc2cnnn2CCCC1=O	-5.5%	10.0%	/	/	-4.7%	-0.4%	/	/	7.3%
CC(C)NC(=O)c1sc2nc3c(c(-c4cccs4)c2c1N)CN(C)CC3	-8.8%	-20.6%	-9.0%	-9.7%	-0.9%	-9.2%	0.0%	-26.6%	-22.3%
Cc1cc(C)n2nc(C(=O)N3CCCC(CNS(=O)(=O)c4cccs4)C3)cc2n1 (stereo not given)	1.1%	-8.3%	17.9%	5.7%	-3.9%	4.6%	?	9.6%	-10.8%
Cc1c(-n2c(SCC(=O)N(C)C3CCS(=O)(=O)C3)nc3ccccc3c2=O)c(=O)n(-c2ccccc2)n1C (stereo not given)	?	-17.5%	-0.3%[57.1 µM]	-16.0%	-1.9%	-0.9%	9.8%	9.4%[57.1 µM]	-3.1%
CCCCc1cc(=O)oc2cc(OCC(=O)NCCN3CCOCC3)ccc12	-5.9%	-15.9%	24.7%	2.3%	8.9%	-4.6%	-0.7%	16.9%	22.0%
CCOc1ccc2oc(=O)cc(CN3CCN(C(=O)c4ccco4)CC3)c2c1	-0.5%	-3.8%	-4.1%	-8.4%	3.5%	-0.9%	-1.0%	?	-12.3%
Cc1ccc(C)c(S(=O)(=O)N2CCCC2CNC(=O)C(=O)NCc2ccccc2)c1 (stereo not given)	4.3%	-21.2%	-0.5%	-13.0%	1.2%	-4.0%	1.9%	10.6%	1.6%
Cc1cccc(C(=O)N2CCc3cc(CNC(=O)CSc4ccccc4)ccc32)c1	4.3%	?	-2.1%[57.1 µM]	33.0%	-8.1%	2.9%	-0.1%	13.2%[57.1 µM]	?
COc1ccc(OCC(=O)Nc2ccc(S(=O)(=O)Nc3nc(C)cc(C)n3)cc2)cc1	1.2%	-18.5%	1.1%	-13.5%	5.1%	-2.2%	1.7%	18.1%	-0.6%
CCCn1nnnc1NCc1cccn1C	-2.7%	-0.9%	20.6%	-17.1%	2.5%	1.8%	11.4%	-23.8%	3.3%
CCN(C(=O)COC(=O)CNC(=O)c1ccc(Cl)cc1Cl)c1c(N)n(Cc2ccccc2)c(=O)[nH]c1=O	-14.5%	-3.0%	0.0%	12.6%	-8.3%	2.2%	/	19.2%	466.0%[activator]
CCn1cc([N+](=O)[O-])c(C(=O)NCc2ccc(Cl)cc2)n1	8.5%	3.1%	1.0%	20.8%	4.2%	4.4%	2.5%	7.9%	-20.7%
Cc1ccc(S(=O)(=O)NCCC(=O)NNC(=O)C2COc3ccccc3O2)cc1 (stereo not given)	4.0%	-1.6%	1.8%	21.4%	-1.3%	-0.5%	-0.7%	8.8%	-0.8%
O=C1OCCN1C(=O)[C@H]1[C@H](c2ccc([N+](=O)[O-])cc2)C(c2cccc(Cl)c2)=NN1c1ccc(Br)cc1	-4.3%	-22.3%	1.9%	-6.2%	-4.7%	-2.3%	/	17.5%	?
Cc1cc(N2CCC(C)CC2)nc2ccc(NC(=O)Cc3c(F)cccc3Cl)cc12	3.4%	-9.1%	38.8%[activator]	37.1%[activator]	10.7%	0.8%	27.1%	45.0%[activator]	-8.4%
COC(=O)C1CSC(C(=O)OC)N1C(=O)Nc1c(C)cccc1C (stereo not given)	-22.3%	3.7%	-3.7%	13.7%	-2.3%	-0.7%	-1.7%	12.9%	9.6%
O=C(OCc1c(Cl)cccc1Cl)c1cnccn1	-1.5%	3.7%	6.8%[0.457 µM]	-7.0%	9.6%	0.3%	0.0%	12.0%	0.0%
CC(C)(Oc1ccc(Cl)cc1)C(=O)N/N=C/c1cn[nH]c1-c1ccccc1	4.5%	-2.4%	-5.3%	4.0%	-2.0%	1.6%	1.7%	14.6%	-6.2%
CN(C)c1ccc(C(=O)OCC(=O)c2cccs2)cc1	0.0%	-1.9%	-5.6%	3.3%	0.9%	1.4%	1.4%	-11.0%	14.2%
O=c1cc(NC2CCCCC2)c2ccccc2o1	5.2%	-2.4%	9.4%[57.1 µM]	5.6%	2.8%	-7.6%	-0.8%	10.9%[57.1 µM]	18.7%
CCCn1c(C)cc(=O)c2cc(NC(=O)c3ccccn3)ccc21	2.7%	-10.2%	13.7%[57.1 µM]	-29.5%	6.4%	-18.0%	-2.5%	11.2%[57.1 µM]	-20.0%
COc1ccccc1NC(=O)C(C)OC(=O)/C=C/c1ccc2ccccc2n1 (stereo not given)	-14.2%	-14.9%	-6.8%	-27.5%	11.9%	?	-1.3%	-6.3%	-14.3%
CNC(=O)N/N=C(\N)c1ccccn1	11.1%	3.1%	-2.8%	13.0%	-1.3%	0.5%	1.6%	35.5%	200.0%[activator]
CC(=O)NC(=S)Nc1ccccc1N1CCN(C(=O)c2ccccc2)CC1	-5.3%	-21.6%	-0.4%[57.1 µM]	-4.6%	8.7%	-0.5%	2.3%	7.0%[57.1 µM]	-22.9%
Cc1ccc(OC(=O)c2ccc(C)c(C)c2)cn1	/	-19.8%	-3.0%	5.9%	0.9%	-2.8%	-3.6%	8.1%	0.0%
O=C(NNC(=S)NC(=O)c1cccnc1)c1ccc(F)cc1	-1.5%	-4.2%	7.8%[57.1 µM]	-23.6%	11.5%	-0.5%	-0.5%	14.7%[57.1 µM]	?
C[C@H](CO)N1C[C@H](C)[C@@H](CN(C)S(=O)(=O)c2cccs2)Oc2c(NC(=O)C3CCCCC3)cccc2C1=O	6.1%	-0.9%	5.7%[57.1 µM]	7.1%	-7.9%	-4.1%	/	2.7%	-14.6%
Cc1ccc(N2CC(NC(=O)c3ccc(Br)o3)CC2=O)cc1C (stereo not given)	-0.2%	?	-5.5%[57.1 µM]	21.7%	28.6%	2.0%	0.3%	10.8%[57.1 µM]	-25.7%
CCn1c2ccccc2c2cc(NC(=O)c3ccc([N+](=O)[O-])cc3)ccc21	-5.1%	-3.7%	1.2%[57.1 µM]	-22.1%	5.6%	-4.9%	-0.3%	0.0%[57.1 µM]	48.3%[activator]
Clc1ccc(C(c2ccccc2)c2c[nH]c3ccccc23)s1 (stereo not given)	6.7%	-29.8%	4.5%	0.8%	1.9%	-6.0%	-0.2%	11.8%	-11.4%
O=C(COC(=O)c1c(F)cccc1Cl)NC(=O)Nc1ccc2c(c1)OCCO2	1.6%	-16.1%	-1.9%	-6.9%	10.2%	-0.1%	0.8%	17.1%	-29.0%
COc1cc(OC)nc(NC(C)=O)n1	1.3%	-8.7%	1.9%	5.5%	1.2%	-1.2%	-0.9%	13.9%	3.1%
O=C(CN1C(=O)CC(c2ccc(F)cc2)=Nc2ccccc21)NCc1ccccc1Cl	?	-15.0%	-8.0%[57.1 µM]	-4.8%	-12.2%	-28.1%	-1.9%	11.8%[57.1 µM]	-9.1%

Among those listed so far, these contain a furan ring, fused or not:
SMILES	Vif-APOBEC3F blk	USP1 inh	TrxR1 substrate	RGS4 inh	IDH1 R132H inh	Vif-A3G inh	RXFP1 agonist	rTrxR1 inhibitor	ALOX12 inh
CCOc1ccc2oc(=O)cc(CN3CCN(C(=O)c4ccco4)CC3)c2c1	-0.5%	-3.8%	-4.1%	-8.4%	3.5%	-0.9%	-1.0%	?	-12.3%
Cc1ccc(N2CC(NC(=O)c3ccc(Br)o3)CC2=O)cc1C (stereo not given)	-0.2%	?	-5.5%[57.1 µM]	21.7%	28.6%	2.0%	0.3%	10.8%[57.1 µM]	-25.7%

This is a subset; the hit share may differ from the screen's.
